# Screening results (PubChem)
# GALK inh: qHTS Assay for Inhibitors of Human Galactokinase (GALK); 0.007% of 270,000 active; Potency, µM (top dose mostly 57.5 µM), for the others: top-dose activity change, negative = inhibition, hits mostly inhibitors; Purified GALK, Kinase-Glo residual ATP luminescence; P51570; note: potency is the fitted concentration of half-maximal effect; % is set by controls: 0 for no effect and ±100 for the full control effect
# Target sequence (P51570 whole entry, looked up): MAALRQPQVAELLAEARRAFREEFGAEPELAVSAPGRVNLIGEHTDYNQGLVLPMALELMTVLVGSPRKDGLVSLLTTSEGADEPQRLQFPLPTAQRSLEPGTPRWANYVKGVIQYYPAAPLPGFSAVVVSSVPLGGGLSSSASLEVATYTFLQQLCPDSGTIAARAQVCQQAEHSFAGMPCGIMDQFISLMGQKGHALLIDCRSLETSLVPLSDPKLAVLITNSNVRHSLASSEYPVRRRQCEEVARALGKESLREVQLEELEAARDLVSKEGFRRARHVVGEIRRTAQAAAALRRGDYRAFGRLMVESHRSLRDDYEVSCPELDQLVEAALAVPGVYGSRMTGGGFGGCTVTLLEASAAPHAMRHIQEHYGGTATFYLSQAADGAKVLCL
#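 The enzyme phosphorylates galactose (100 uM) using ATP (35 uM); inhibition is detected as higher residual ATP, quantified by bioluminescence after 1 h reaction at room temperature, pH 8.0.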
# PKM2 act: qHTS Assay for Activators of Human Muscle isoform 2 Pyruvate Kinase; Pyruvate kinase PKM (Homo sapiens), P14618; purified PKM2, Kinase-Glo ATP luminescence, activation; response scale: 0% is enzyme alone, no compound; Potency, µM (highest dose often 57.5 µM), for the others: at the top dose activation, usual class: activators; 0.34% of 260,000 active; AID 1631, 2009; note: potency is the fitted concentration of half-maximal effect; % is set by controls: 0 for no effect and ±100 for the full control effect; nearly all actives have a fitted effect of over 55% in size
#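 hPK-M2, >95% pure; 0.1 mM ADP / 0.5 mM PEP final; imidazole pH7.2 buffer w/ 7 mM MgCl2, 50 mM KCl; 1 h RT; Kinase-Glo lum. Intermediate enzyme activity for dual inhibitor/activator qHTS.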
# Giardia kill: Small Molecules that selectively kill Giardia lamblia: qHTS; Giardia lamblia trophozoite viability; activity change, % at 7.66 µM, hits read low; 0.15% of 340,000 active; in the data active = activity change below about -80%; inconclusive = between about -30% and that limit;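 note: parasites exposed to compound for two days anaerobically before the ATP read; % is set by controls: 0 for no effect and ±100 for the full control effect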
#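 Trophozoite viability was measured as ATP-dependent luminescence, read 15-30 min after reagent addition. Before that, parasites at 100 cells/well were exposed to compounds for 48 h, anaerobically, at 37 deg C.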
# BCR signal inh: qHTS Assay to Find Inhibitors of Chronic Active B-Cell Receptor Signaling | ABC-DLBCL IkBa-CBG/CBR reporter, luminescence ratio, 4 h | Potency, µM (top dose mostly 46.1 µM), for the others: at the highest dose ratio change, negative = lower green/red ratio, hits mostly inhibitors | 0.05% of 340,000 active; active = well fitted inhibition curve with a large enough effect in the signal ratio, with a control signal flat, not every such curve was filed as active; inconclusive = small, poorly fitted or top-dose-only effect, or effect the other way, or a change in a side signal; the % refers to the signal ratio;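 note: potency is the fitted concentration of half-maximal effect; plate controls were basal doxycycline-induced cells for no effect and cells given 10 µM MG132 for full effect; MG132 reads +100%, hits lower the ratio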
#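 TMD8 human ABC-DLBCL cells with doxycycline-inducible IκBα–green luciferase fusion and unfused red luciferase, in 0.5% FBS medium; compounds up to 46 uM, 4 h at 37C. Green/red luminescence ratio, filter-overlap corrected, fitted to concentration-response curves.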
# Coupling enz: qHTS Assay for Inhibitors of Fructose-1,6-bisphosphate Aldolase from Giardia Lamblia: Coupling assay counterscreen; coupling enzyme system counterscreen, AmpLite Red fluorescence; activity change, negative = inhibition, % at 58.2 µM, hits read low; 0.67% of 290,000 active; AID 2472, 2010; in the data active = activity change below about -30%; note: % is set by controls: 0 for no effect and ±100 for the full control effect
#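 Final compound at 57.5 uM, incubated 10 min at RT with coupling enzyme reagent (glyceraldehyde-3-phosphate), then 20 min with substrate and AmpLite Red detection. Fluorescence read at 525/598 nm; tests interference with the coupling assay, not aldolase inhibition.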
# Menin MLL FP TR: qHTS Assay for Inhibitors Targeting the Menin-MLL Interaction in MLL Related Leukemias: Competition With Texas Red Labeled MLL-derived Mutant Peptide; O00255; Menin + Texas Red MLL mutant peptide, fluorescence polarization; Potency, µM (highest dose often 61.6 µM), for the others: at the top dose FP activity change, negative = inhibition, hits mostly inhibitors; 0.23% of 270,000 active; active = well fitted inhibition curve with a large enough effect in the polarisation, with a control signal flat, not every such curve was filed as active; inconclusive = small, poorly fitted or top-dose-only effect, or effect the other way, or a change in a side signal; inactive = no such curve, though single readings can be large or run the other way; the % refers to the polarisation; note: potency is the fitted concentration of half-maximal effect; % of control where 0% means no effect; many of its hits are not listed in these tables
# Integrin act MD: qHTS for Activators of Integrin-Mediated Alleviation for Muscular Dystrophy | alpha7betagal myoblasts, beta-gal FDG fluorescence, 48 h | 0.064% of 350,000 active | Potency, µM (doses to about 38.3 µM), for inactives: at the highest dose activation, usual class: activators;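 note: potency is the fitted concentration of half-maximal effect; 100% = response of the positive control SU9516; nearly all actives have a fitted effect of over 60% in size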
#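 Alpha7betagal+/- myoblasts (passage 13) were plated 16-24 hr, then exposed to compounds (1:260 dilution of DMSO stock) for 48 hours at 37C. After MPER lysis, β-galactosidase reporter activity was read as FDG fluorescence (ex 480/em 540) after 30 minutes.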
# ASM inhibitor: Inhibitors of Secretory Acid Sphingomyelinase (S-ASM): qHTS; 0.006% of 340,000 active; placental ASM, HMU-PC fluorogenic substrate, 60 min; Potency, µM (series often up to 57.5 µM), inactives show top-dose activity change, negative = inhibition, hits mostly inhibitors; Sphingomyelin phosphodiesterase (Homo sapiens), P17405; note: potency is the fitted concentration of half-maximal effect
# Target sequence (P17405 47-631 limits assumed): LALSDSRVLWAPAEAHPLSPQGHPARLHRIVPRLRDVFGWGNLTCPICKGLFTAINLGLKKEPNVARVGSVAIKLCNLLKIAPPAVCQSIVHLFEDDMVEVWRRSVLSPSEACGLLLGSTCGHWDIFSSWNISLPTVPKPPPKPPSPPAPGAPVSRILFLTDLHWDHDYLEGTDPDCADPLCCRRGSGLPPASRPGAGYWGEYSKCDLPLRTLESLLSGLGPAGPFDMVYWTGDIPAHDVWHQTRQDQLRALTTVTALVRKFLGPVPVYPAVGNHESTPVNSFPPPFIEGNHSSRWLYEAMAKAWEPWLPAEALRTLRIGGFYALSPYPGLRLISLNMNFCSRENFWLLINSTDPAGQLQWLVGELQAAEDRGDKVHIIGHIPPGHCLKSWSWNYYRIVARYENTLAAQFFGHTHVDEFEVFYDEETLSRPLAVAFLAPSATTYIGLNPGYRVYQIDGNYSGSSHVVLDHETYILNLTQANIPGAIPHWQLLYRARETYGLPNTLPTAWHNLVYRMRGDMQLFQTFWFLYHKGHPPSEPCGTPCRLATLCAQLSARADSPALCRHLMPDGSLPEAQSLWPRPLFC
#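 Fluorogenic HMU-PC substrate (9 uM final) is turned over by placental ASM in 60 min at 37 C after a 10 min compound preincubation. Reaction ended by alkaline stop (pH 10), with fluorescence read at 386/447 nm.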
# B2AR arrestin: qHTS assay of beta-arrestin-biased ligands of beta2-adrenergic receptor. Beta-2 adrenergic receptor (Homo sapiens), P07550. beta-arrestin recruitment to beta2AR, cell-based reporter. Potency, µM (titrated, usually from 46.1 µM), inactives show at the top dose activation, usual class: activators. 0.02% of 330,000 active;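 note: potency is the fitted concentration of half-maximal effect; 0% = DMSO controls and full agonism = EC100 isoproterenol or metaproterenol; nearly all actives have a fitted effect of over 65% in size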
# Tb PFK inh: qHTS Assay to Find Inhibitors of T. brucei phosphofructokinase; ATP-dependent 6-phosphofructokinase (Trypanosoma brucei brucei), O15648; T. brucei PFK, ADP-Glo luminescence; Potency, µM (titrated, usually from 57.5 µM), inactives show top-dose activity, negative = inhibition, usual class: inhibitors; 0.17% of 330,000 active; AID 485367, 2010;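 note: potency is the fitted concentration of half-maximal effect; 0% = uninhibited 1x PFK enzyme wells and -100% = no-enzyme wells; nearly all actives have a fitted effect of over 60% in size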
#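 1.25 nM PFK with 0.5 mM F6P and 0.1 mM ATP in 0.1 M TEA pH 8.0, 5 mM MgCl2, incubated 45 min at room temperature; ADP measured by ADP-Glo luminescence; compounds titrated up to 57 uM.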
# PTAP TSG101 blk: qHTS Assay for Iinhibitors of HIV-1 Budding by Blocking the Interaction of PTAP/TSG101; Tumor susceptibility gene 101 protein (Homo sapiens), Q99816; Fluorescence polarization, FITC-PTAP peptide / Tsg101 binding; Potency, µM (top dose mostly 115 µM), without a hit: at the highest dose activity change, negative = inhibition, usual class: inhibitors; 340,000 tested, under 10 active; AID 493005, 2010; active = well fitted inhibition curve with a large enough effect in the main read-out, with a control signal flat, not every such curve was filed as active; inconclusive = small, poorly fitted or top-dose-only effect, or effect the other way, or a change in a side signal; inactive = no such curve, though single readings can be large or run the other way; note: potency is the fitted concentration of half-maximal effect; % of control where 0% means no effect
#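 FP read-out: FITC-PTAP peptide, 50 nM final, binding Tsg101 binding domain, 10 uM final; 20 min, r.t.; 10 mM HEPES pH 7.5, 0.15 M NaCl, 0.01% Tween 20, 3 mM EDTA, 0.1 mM TCEP.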
# Starred values were filed as active, the others as inactive; ? = inconclusive; . = no result given; & = joins results of further samples; [ ] = dose if it differs, or a comment. Unless noted, calls come from the whole dose curve; as a rule, active = well fitted curve in the direction sought with a large enough effect; inconclusive = small, poorly fitted or top-dose-only effect, or another doubt; inactive = no such curve, though single readings can be large; an effect the other way counts as inactive or inconclusive. An excerpt. The share of hits here may be higher or lower than overall.
SMILES,GALK inh,PKM2 act,Giardia kill,BCR signal inh,Coupling enz,Menin MLL FP TR,Integrin act MD,ASM inhibitor,B2AR arrestin,Tb PFK inh,PTAP TSG101 blk
COc1ccc(C(=O)NNC(=O)Cc2nc3nc(C)cc(C)n3n2)cc1,-3%,.,-20,1%,.,.,-21%,-1%,-0.2%,2%,-2%
COc1ccc(Cl)cc1C(=O)NNC(=O)CCNS(=O)(=O)c1ccccc1,.,.,10,-5%,.,.,14%,1%,1.5%,-17%,-2%
CC1CCCCC12NC(=O)N(CC(=O)NCCc1ccccc1)C2=O (centres undefined),.,.,-3,3%,.,.,-1%,7%,-0.7%,9%,-5%
O=C(NCC1CCCO1)c1ccc(CNS(=O)(=O)c2ccc(F)c(Cl)c2)cc1 (centres undefined),9%,-2%,8,-6%,0,-30%,?,-1%,0.2%,1%,-1%
O=C(O)CCn1c2c(c3ccccc31)CCCC2,0%,-5%,-16,28%,8,.,20%,0%,0.0%,-1%,-2%
C/C(=C\C(=O)C(F)(F)F)Nc1cc(C)cc(C)c1,-2%,-2%,-6,0%,-1,-13%,-24%,0%,-2.1%,-3%,-2%
COc1cc(OC)c(C(=O)Nc2ccncc2)cc1OC,5%,-3%[11.5 µM],-6,-1%,0,-25%,-4%,-4%,0.1%,2%,-6%
CC1CCCCC1NC(=O)COC(=O)c1ccc(N(C)C)cc1 (centres undefined),-1%,-4%,23,-4%,2,-12%,8%,-2%,-0.4%,0%,-2%
CN(CC(=O)Nc1cccc(F)c1)C(=O)COc1cccc2c1OC(C)(C)C2,-2%,-3%,13,-1%,.,.,4%,-1%,-0.4%,-1%,-1%
COc1ccc(CNC(=O)[C@@H](NC(=O)C2CCN(S(=O)(=O)c3ccccc3)CC2)C(C)C)cc1,-7%,.,20,3%,.,.,-56%[inhibitor],-1%,0.2%,-2%,-2%
Cc1cc(N2CCCC2)nc2ccc(NC(=S)NCCCN3CCC(C)CC3)cc12,1%,-2%,11,-22%,-4,-15%,-66%[inhibitor],376%[activator],0.5%,1%,-2%
CCN1C(=O)c2cccc3c(S(=O)(=O)Nc4ccccc4O)ccc1c23,-1%,.,-7,?,-11,.,13%,-20%,0.2%,-1%,0%
COc1cc2c(cc1OC)[C@@H](NC(=O)COc1ccccc1)[C@H](OCc1ccccc1)C2,.,.,-7,?,.,.,-1%,-3%,-2.2%,5%,-3%
CC(=O)Nc1ccc(SCC(=O)c2cc(C)n(-c3ccccc3F)c2C)cc1,0%,-7%,-4,?,-8,-7%,-21%,-2%,5.4%,?,-1%
COc1cccc(-c2n[nH]c3c2CCC3)c1,0%,-4%,-8,14%,2,0%,?,3%,-0.3%,4%,-1%
C[C@@H]1[C@@H](Sc2ccccc2)CC(=O)O[C@@H]1c1ccc(-c2ccccc2)cc1,.,.,-12&8,.,0,43%[activator],-41%,-6%,.,.,5%
CC(=O)c1ccc(S(=O)(=O)Nc2ccc(-c3ccc4nncn4n3)cc2)cc1,.,.,-12,3%,.,.,8%,-3%,0.0%,?,-1%
Cc1cc(C)nc(NC(=NCCc2c[nH]c3ccccc23)NC(=O)Nc2ccc(Cl)cc2)n1,0%,2%,-17,-1%,-5,?,-23%,-13%,-0.9%,0%,-4%
Cc1cc(C)cc(OCC(=O)Nc2ccc(-n3cnnn3)cc2)c1,.,.,5,0%,.,.,28%,4%,-0.2%,-5%,-3%
COc1ccc(NS(=O)(=O)c2cc([N+](=O)[O-])ccc2NN=Cc2ccccc2OCC(=O)O)cc1,.,.,22,3%,.,.,?,-5%,-3.9%,-1%,0%
COc1ccc(/C=C(\NC(=O)c2ccccc2)C(=O)NC2CCS(=O)(=O)C2)cc1 (centres undefined),-3%,-3%,-25,9%,-2,.,10%,1%,-0.5%,1%,0%
O=C(Nc1cccc(-c2cccc(Cl)c2)c1)C1CCN(Cc2ccc(CO)o2)CC1,1%,1%,-11,0%,1,-4%,-69%[inhibitor],-2%,0.5%,-1%,0%
Cn1nc(-c2ccc(Cl)cc2)cc1NC(=O)Nc1ccccc1,5%,-2%,-2,10%,-1,.,-10%,-2%,-0.6%,0%,2%
C/C(=N/NC(=O)c1cc(-c2ccccc2)nc2c(Cl)cccc12)c1cccnc1,0%,1%,-14,-2%,1,59%[activator],-31%,-5%,0.4%,-1%,-2%
COCCN(C(=O)COC(=O)CSc1ccccc1)c1c(N)n(Cc2ccccc2)c(=O)[nH]c1=O,.,.,-25,?,.,.,0%,6%,0.4%,-3%,-18%
CCOC(=O)c1cnc(Nc2nc3ccccc3o2)nc1CSC(=S)N1CCCCC1,1%,-4%,4,?,2,8%,-20%,-4%,-0.9%,5%,3%
Oc1ccc(Cl)cc1CNCC1CCCO1 (centres undefined),-2%,5%,0,?,0,2%,2%,-1%,0.1%,1%,-9%
COC(=O)c1ccccc1NC(=S)N1CCOCC1,6%,0%,-10,3%,-1,-8%,-4%,0%,0.1%,0%,-6%
Cc1ccc(-n2c(CNc3ccc(F)cc3)nnc2SCC(=O)N2CCCC2)cc1,-1%,-7%,-2,1%,-4,-16%,9%,4%,0.5%,-5%,-3%
N#Cc1nc(Cl)c(Cl)c(NN)c1Cl,.,-7%,9,-2%,0,.,-2%,-4%,-0.6%,-2%,1%
c1ccc(-c2nnc(CN3CCCc4ccccc43)o2)cc1,-1%,-6%,26,?,-21,-5%,-3%,6%,-1.0%,-14%,-11%
O=C(CN(C(=O)c1csnn1)c1cccc2c1CCCC2)NCc1ccccc1,6%,-4%,-9,3%,4,-3%,-8%,-6%,-0.7%,6%,1%
Cc1ccc(S(=O)(=O)N(C)C)cc1NC(=O)C1CCCN(C(=O)c2ccc(Cl)cc2)C1 (centres undefined),.,.,1,1%,.,.,-13%,0%,-0.2%,-12%,-3%
CCOC(=O)c1ccc(N2C(=O)CC(Sc3nc(O)c(CC)c(=O)[nH]3)C2=O)cc1 (centres undefined),2%,-12%,1,9%,5,17%,11%,2%,0.4%,16%,-1%
S=C(NC1CCCCC1)N1CCOCCOCCN(C(=S)NC2CCCCC2)CCOCC1,5%,0%,0,?,0,.,4%,6%,-1.0%,0%,-4%
COc1ccc(S(=O)(=O)NCc2cccnc2)c2ccccc12,0%,-1%,3,-11%,-2,-9%,12%,-2%,-0.1%,-5%,4%
CCOC(=O)C1=C(C)N(c2nonc2NC(C)=O)C(N)=C(C#N)C1c1ccccc1F (centres undefined),0%,1%,-16,3%,4,7%,3%,3%,0.4%,3%,-2%
O=C(NCC(=O)N(c1cccnc1)C(C(=O)NC1CCCC1)c1cccs1)c1cccs1 (centres undefined),-4%,0%,0,8%,1,-2%,3%,1%,-0.2%,2%,-4%
CC(C)CCC(C(=O)O)C(C)CC(=O)Nc1ccn(-c2ccccc2)n1 (centres undefined),1%,-8%,7,?,10,.,11%,-1%,0.3%,-5%,-4%
O=C(N=c1nc2ccccn2s1)c1ccccc1,9%,10%,?,?,0,11%,6%,0%,0.3%,0%,.
Cn1nnnc1SCCNCc1cccc2ccccc12,6%,3%,17,1%,2,10%,1%,-2%,-0.3%,-8%,.
COc1ccc(NC(=O)CCC(=O)c2cc(C)sc2C)cc1,.,.,-4,0%,.,.,-4%,-1%,-0.1%,11%,-4%
CCOC(=O)C1CCCc2c1[nH]c1c(C(=O)O)cccc21 (centres undefined),-2%,0%,-2,1%,-5,0%,3%,7%,-0.6%,-5%,-6%
COc1ccc(-c2noc3c2-c2nc(-c4c(F)cccc4F)sc2CC3)cc1,.,-3%,15,5%,1,30%[activator],2%,-1%,0.5%,2%,-8%
C=CCNc1nc(Nc2ccccc2F)nc(OCC)n1,1%,-3%,-6,?,1,-9%,14%,1%,0.4%,3%,-3%
